# Source: PubChem
# TDP-43 yeast inh = qHTS of TDP-43 Inhibitors | TDP-43 expressing yeast growth rescue, BacTiter-Glo, 24 h | Potency, µM (series often up to 46.1 µM), without a hit: at the top dose growth rescue (activation), most hits filed as activators | 410,000 compounds, 1.8% hits | AID 652104, 2013; note: % of control where 0% means no effect; nearly all actives have a fitted effect of over 50% in size
#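 Readout is BacTiter-Glo luminescence of cell growth, so inhibitors register as activators. TDP-43-expressing yeast at OD600=0.02 in galactose medium, after raffinose pregrowth to mid-log, were incubated with compound for 24 hr at 30 deg C.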
# EPAC2 antag = qHTS for Antagonist of cAMP-regulated guanine nucleotide exchange factor 2 (EPAC2): primary screen; Rap guanine nucleotide exchange factor 4 (Homo sapiens), Q8WZA2; EPAC2 GEF exchange of Rap1B-BODIPY-GDP, fluorescence; Potency, µM (highest dose often 114 µM), for the others: at the highest dose activity, negative = inhibition, usual class: inhibitors; 360,000 compounds, 0.18% hits; note: % is set by controls: 0 for no effect and ±100 for the full control effect; nearly all actives have a fitted effect of over 45% in size; many of its hits are not listed in these tables
# Target sequence (Q8WZA2 whole entry, looked up): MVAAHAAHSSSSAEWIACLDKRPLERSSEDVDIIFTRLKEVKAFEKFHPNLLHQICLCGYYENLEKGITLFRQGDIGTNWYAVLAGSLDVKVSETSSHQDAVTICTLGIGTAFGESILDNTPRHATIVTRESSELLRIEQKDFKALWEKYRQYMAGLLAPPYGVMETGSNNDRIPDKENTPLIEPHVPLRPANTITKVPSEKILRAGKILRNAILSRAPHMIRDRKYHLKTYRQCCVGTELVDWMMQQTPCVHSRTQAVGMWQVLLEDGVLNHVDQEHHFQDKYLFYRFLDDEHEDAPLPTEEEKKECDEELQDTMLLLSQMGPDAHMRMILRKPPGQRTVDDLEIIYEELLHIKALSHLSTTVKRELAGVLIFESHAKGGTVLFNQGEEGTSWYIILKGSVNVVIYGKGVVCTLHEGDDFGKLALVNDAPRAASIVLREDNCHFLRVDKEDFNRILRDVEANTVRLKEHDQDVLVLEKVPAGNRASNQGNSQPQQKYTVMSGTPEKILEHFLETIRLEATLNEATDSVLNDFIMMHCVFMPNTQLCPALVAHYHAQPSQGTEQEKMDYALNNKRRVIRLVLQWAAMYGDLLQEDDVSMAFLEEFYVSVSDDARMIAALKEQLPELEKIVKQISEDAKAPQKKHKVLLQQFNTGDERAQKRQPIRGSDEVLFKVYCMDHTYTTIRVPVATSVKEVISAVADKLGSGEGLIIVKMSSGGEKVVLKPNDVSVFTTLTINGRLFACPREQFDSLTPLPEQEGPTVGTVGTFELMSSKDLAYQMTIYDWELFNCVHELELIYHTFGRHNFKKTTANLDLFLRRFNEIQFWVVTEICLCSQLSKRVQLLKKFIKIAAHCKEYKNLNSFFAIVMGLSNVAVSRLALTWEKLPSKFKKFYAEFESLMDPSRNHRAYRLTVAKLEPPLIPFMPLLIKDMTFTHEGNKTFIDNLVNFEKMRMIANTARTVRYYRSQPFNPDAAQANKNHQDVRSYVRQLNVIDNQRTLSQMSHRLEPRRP
# FUS suppressor = qHTS for Suppressors of FUS Proteinopathy: Primary screen using FUS-linked yeast assay; S. cerevisiae FUS-expressing, growth rescue, OD600, 24 h; Potency, µM (highest dose often 76.6 µM), for inactives: at the highest dose growth rescue (activation), actives largely listed as activators; 390,000 compounds, 0.24% hits; AID 1347120, 2019;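 note: plate controls were DMSO vehicle for no effect and reference control for full effect; nearly all actives have a fitted effect of over 55% in size; some results filed as inactive show a strong effect at the top dose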
#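 S. cerevisiae expressing FUS from galactose induction served as the toxicity model. Growth after 24hr at 30C, read as absorbance at 600 nm, indicates suppression of toxicity; compounds dosed at several concentrations.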
# aSyn rescue = qHTS of alpha-syn Inhibitors; Potency, µM (doses to about 46.1 µM), without a hit: at the top dose growth rescue (activation), most hits filed as activators; Yeast expressing alpha-synuclein, growth rescue, BacTiter-Glo, 24 h; 370,000 compounds, 0.14% hits; note: % of control where 0% means no effect; nearly all actives have a fitted effect of over 65% in size
#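 Galactose-induced alpha-syn yeast (OD600=0.02, raffinose-pregrown) + pinned cpd, 24 hr, 30 deg C; growth by BacTiter-Glo luminescence. Growth restoration scores as activation.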
# EPAC1 ag = qHTS for Agonist of cAMP-regulated guanine nucleotide exchange factor 3 (EPAC1): primary screen; Rap guanine nucleotide exchange factor 3 (Homo sapiens), O95398; 360,000 compounds, 0.073% hits; Potency, µM (top dose mostly 154 µM), for inactives: top-dose activation, usual class: activators; EPAC1 agonist qHTS, biochemical assay; response scale: 100% = response to 6.5 mM cAMP; note: nearly all actives have a fitted effect of over 60% in size
#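 Compounds were pinned as a concentration titration into mixtures of EPAC1 (100 nM), BODIPY-GDP-loaded Rap1B (250 nM) and GDP (50 uM). After 5 min at room temperature, fluorescence was followed for 30 min; activity was scaled to 6.5 mM cAMP.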
# EPAC2 agonist = qHTS for Agonist of cAMP-regulated guanine nucleotide exchange factor 4 (EPAC2): primary screen | Rap guanine nucleotide exchange factor 4 (Homo sapiens), Q8WZA2 | EPAC2 activation, biochemical qHTS; response scale: 100% = 6.5 mM cAMP response | Potency, µM (series often up to 154 µM), inactives show top-dose activation, hits mostly activators | 360,000 compounds, 0.079% hits | AID 720711, 2013; note: nearly all actives have a fitted effect of over 50% in size
#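 EPAC2 (100 nM) mixed with Rap1B loaded with BODIPY-GDP (250 nM) plus 50 uM unlabeled GDP; compounds pinned in, 5 min RT, then read every 5 min for 30 min (ex 480, em 540 nm). Normalized to cAMP control.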
# EPAC1 antagonist = qHTS for Antagonist of cAMP-regulated guanine nucleotide exchange factor 3 (EPAC1): primary screen | Rap guanine nucleotide exchange factor 3 (Homo sapiens), O95398 | 360,000 compounds, 0.14% hits | Potency, µM (titrated, usually from 115 µM), for inactives: at the highest dose activity change, negative = inhibition, most hits filed as inhibitors | AID 720709, 2013 | EPAC1 GEF assay, Rap1b-BODIPY-GDP exchange fluorescence;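 note: plate controls were vehicle for no effect and positive control for full effect; nearly all actives have a fitted effect of over 50% in size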
# PTHR1 ag = qHTS for PTHR1 Agonists: Primary Screen; Parathyroid hormone/parathyroid hormone-related peptide receptor (Homo sapiens), Q03431; HEK293 GP2 PTHR1 cells, GloSensor cAMP luminescence, 1 h; Potency, µM (doses to about 115 µM), for inactives: top-dose activation, usual class: activators; 410,000 compounds, 0.075% hits; note: nearly all actives have a fitted effect of over 55% in size; some results filed as inactive show a strong effect at the top dose; inactives centre near -15; many of its hits are not listed in these tables
#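 HEK-293-derived GP2 cells expressing PTHR1 and a GloSensor cAMP reporter, 3,000/well, plated overnight, given luciferin plus IBMX (each 0.5 mM as added) for 1 h at 37 °C, then compound for 1 h at 37 °C. Luminescence was read after 15 min at room temperature.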
# * = called active by the depositor; i = inactive; ? = inconclusive; / = not tested or not shown; [ ] = remark or other dose. Calls come from the whole dose curve; as a rule, active = well fitted curve in the direction sought with a large enough effect; inconclusive = small, poorly fitted or top-dose-only effect, or another doubt; inactive = no such curve, though single readings can be large; an effect the other way counts as inactive or inconclusive. Potency is the fitted concentration of half-maximal effect. Some of the compounds tested (hit frequency here may not be typical).
1	O=C(Nc1ccccc1N1CCOCC1)c1cc(Br)c(Br)s1
2	CN(C)c1cc(N/N=C\c2ccccc2)nc(N(C)C)n1
3	N#C/C(=C\c1cn(-c2ccccc2)nc1-c1cc2ccccc2o1)c1nc2ccccc2[nH]1
4	Cc1cc(NC(=O)CSc2nc3ccccc3n2CC(=O)N2CCCCC2)no1
5	O=C(COC(=O)CCC(NC(=O)OCc1ccccc1)C(=O)OCC(=O)Nc1ccccc1)Nc1ccccc1 (centres undefined)
6	O=[N+]([O-])c1cccc(S(=O)(=O)c2ccc(N3CCCCC3)c([N+](=O)[O-])c2)c1
assay / entry | 1 | 2 | 3 | 4 | 5 | 6
TDP-43 yeast inh | -21% | 4% | 7% | -12% | -5% | 12%
EPAC2 antag | 8% | 7% | -14% | -3% | -15% | 7%
FUS suppressor | -5% | -28% | / | 12% | ? | 16%
aSyn rescue | -8% | -9% | 7% | 1% | 4% | 2%
EPAC1 ag | 12% | -8% | 1% | 6% | 10% | 17%
EPAC2 agonist | -8% | 16% | 4% | 14% | -5% | -2%
EPAC1 antagonist | -11% | -11% | -5% | 0% | -3% | 6%
PTHR1 ag | i | 21% | -9% | -9%[57.5 µM] | i | -26%

7	COc1cccc(NC(=S)/C(=C(\[O-])c2ccc(C)c([N+](=O)[O-])c2)[n+]2ccccc2)c1
8	CCCCC[n+]1cccc2c3ccccc3ccc21
9	CCOC(=O)N1CCN(CC(O)COc2ccc(C)cc2C(C)(C)C)CC1 (centres undefined)
10	Cc1ccc(NC2CCCN(C(=O)c3cn4cccc(C)c4n3)C2)cc1C (centres undefined)
11	CCOc1cc(/C=C(/C#N)c2nc3ccccc3[nH]2)ccc1Oc1ccc([N+](=O)[O-])cn1
12	CSCC[C@H](NC(=O)OC(C)(C)C)C(=O)N/N=C/c1cccc2cccnc12
assay / entry | 7 | 8 | 9 | 10 | 11 | 12
TDP-43 yeast inh | 5% | 11% | 0% | 7% | 3% | -23%
EPAC2 antag | -4% | -1% | -17% | -3% | 2% | 1%
FUS suppressor | ? | -27% | / | / | 17% | 16%
aSyn rescue | 1% | ? | 6% | 3% | -8% | -5%
EPAC1 ag | 5% | 20% | -4% | 1% | 14% | -1%
EPAC2 agonist | 13% | 4% | -2% | -3% | -4% | 3%
EPAC1 antagonist | -21% | 10% | 1% | 6% | -6% | 12%
PTHR1 ag | -3%[57.5 µM] | -31%[inhibitor] | -13% | i | -9%[57.5 µM] | -33%

# In another format: results already given
# Values run as follows: TDP-43 yeast inh, EPAC2 antag, FUS suppressor, aSyn rescue, EPAC1 ag, EPAC2 agonist, EPAC1 antagonist, PTHR1 ag
[3] N#C/C(=C\c1cn(-c2ccccc2)nc1-c1cc2ccccc2o1)c1nc2ccccc2[nH]1
    7%, -14%, /, 7%, 1%, 4%, -5%, -9%
[4] Cc1cc(NC(=O)CSc2nc3ccccc3n2CC(=O)N2CCCCC2)no1
    -12%, -3%, 12%, 1%, 6%, 14%, 0%, -9%[57.5 µM]
[5] O=C(COC(=O)CCC(NC(=O)OCc1ccccc1)C(=O)OCC(=O)Nc1ccccc1)Nc1ccccc1 (centres undefined)
    -5%, -15%, ?, 4%, 10%, -5%, -3%, i
[6] O=[N+]([O-])c1cccc(S(=O)(=O)c2ccc(N3CCCCC3)c([N+](=O)[O-])c2)c1
    12%, 7%, 16%, 2%, 17%, -2%, 6%, -26%
[7] COc1cccc(NC(=S)/C(=C(\[O-])c2ccc(C)c([N+](=O)[O-])c2)[n+]2ccccc2)c1
    5%, -4%, ?, 1%, 5%, 13%, -21%, -3%[57.5 µM]
[8] CCCCC[n+]1cccc2c3ccccc3ccc21
    11%, -1%, -27%, ?, 20%, 4%, 10%, -31%[inhibitor]
[9] CCOC(=O)N1CCN(CC(O)COc2ccc(C)cc2C(C)(C)C)CC1 (centres undefined)
    0%, -17%, /, 6%, -4%, -2%, 1%, -13%
[10] Cc1ccc(NC2CCCN(C(=O)c3cn4cccc(C)c4n3)C2)cc1C (centres undefined)
    7%, -3%, /, 3%, 1%, -3%, 6%, i
[11] CCOc1cc(/C=C(/C#N)c2nc3ccccc3[nH]2)ccc1Oc1ccc([N+](=O)[O-])cn1
    3%, 2%, 17%, -8%, 14%, -4%, -6%, -9%[57.5 µM]
[12] CSCC[C@H](NC(=O)OC(C)(C)C)C(=O)N/N=C/c1cccc2cccnc12
    -23%, 1%, 16%, -5%, -1%, 3%, 12%, -33%

# (next part)
13	Cc1ccc(S(=O)(=O)N2CCCCC2)cc1C(=O)NCCC1=CCCCC1
14	CC(Oc1cc(C(F)(F)F)cc(C(F)(F)F)c1)C(=O)NC(N)=O (centres undefined)
15	O=C(N/N=C\c1ccc(-c2ccc([N+](=O)[O-])cc2)o1)C1COc2ccccc2O1 (centres undefined)
16	Cc1ccccc1CNC(=O)CCc1ccccc1
17	Cc1cc(C(=O)OCC(=O)c2ccc3c(c2)OCCO3)c(C)o1
18	O=C(/C=C\c1ccco1)NC(=S)Nc1ccccc1O
assay / entry | 13 | 14 | 15 | 16 | 17 | 18
TDP-43 yeast inh | -9% | -12% | 0% | 16% | -21% | 4%
EPAC2 antag | -2% | -6% | 6% | -11% | -5% | -1%
FUS suppressor | 11% | 22% | -2% | -8% | 8% | 22%
aSyn rescue | -12% | 1% | -3% | -4% | 4% | 3%
EPAC1 ag | 112µM* | -9% | 15% | -5% | 9% | 14%
EPAC2 agonist | 6% | -8% | 8% | 13% | 13% | 9%
EPAC1 antagonist | -6% | -2% | 12% | -16% | 0% | 0%
PTHR1 ag | -14% | -17% | 0% | -19% | -6%[57.5 µM] | -3%

19	CN(C)c1ccc([N+](=O)[O-])cc1C(=O)O
20	Cc1cc2nc(-c3cccc(Cl)c3)c(Cc3cccc(Cl)c3)n2c(C)c1Br
21	CC(=O)Nc1ccc(S(=O)(=O)c2ccc(N)cc2)cc1N
22	CC(=O)c1cc(C#N)c(SCc2ccc(F)cc2)nc1C
23	O=C(OCc1ccccc1)c1cc(S(=O)(=O)N2CCCCC2)ccc1N1CCOCC1
24	COc1cccc(-c2cccc(NC(=O)C3CCN(Cc4cnn(C)c4)CC3)c2)c1
25	CCOc1ccc(N(C(C)C(=O)NC2CCCCCC2)S(C)(=O)=O)cc1 (centres undefined)
assay / entry | 19 | 20 | 21 | 22 | 23 | 24 | 25
TDP-43 yeast inh | -12% | ? | 13% | -17% | 15% | -9% | 11%
EPAC2 antag | -4% | -7% | -2% | 23% | -5% | 14% | 0%
FUS suppressor | / | 12% | -18% | ? | 22% | / | 14%
aSyn rescue | 0% | 3% | 1% | -12% | -1% | 0% | 0%
EPAC1 ag | -7% | 5% | 10% | 2% | 6% | -2% | 1%
EPAC2 agonist | -4% | 7% | 7% | 18% | 5% | 11% | 7%
EPAC1 antagonist | -10% | -12% | -3% | 2% | -9% | 11% | -17%
PTHR1 ag | -20% | -29% | -21% | -8% | -26% | -9% | i
